TDP1 cell CPT = growth inhibition of DT40 Tdp1-/-;hTDP1 cells with camptothecin (screen for TDP1 inhibitors) | chicken DT40 Tdp1-/-;hTDP1 cells + 20 nM CPT, ATP luminescence, 48 h | 12% of 420,000 active | AID 686979 | Potency, µM (highest dose often 46.2 µM), without a hit: at the highest dose activity change, negative = growth inhibition, most hits filed as inhibitors; also: nearly all actives have a fitted effect of over 55% in size
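Chicken DT40 Tdp1-/- cells complemented with human TDP1, 400 cells/well, exposed to compounds plus 20 nM camptothecin for at least 48 h at 37 C; viability read as ATP content by CellTiter-Glo luminescence.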
DT40 TDP1 no CPT = qHTS for Inhibitors of human tyrosyl-DNA phosphodiesterase 1 (TDP1): qHTS in cells in absence of CPT. DT40 Tdp1-/- hTDP1 cells, no CPT, ATP luminescence, 48 h. Potency, µM (highest dose often 46.2 µM), for inactives: top-dose activity change, negative = growth inhibition, most hits filed as inhibitors. 15% of 420,000 active. AID 686978, 2013; also: nearly all actives have a fitted effect of over 55% in size
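Growth of hTDP1-complemented DT40 Tdp1-knockout cells is measured by ATP luminescence after at least 48 hr compound exposure at 37 °C, with DMSO substituting for the 20 nM CPT used in the parallel screen.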
KAT2A inh = blocks human GCN5L2 histone acetyltransferase; Potency, µM (titrated, usually from 58.9 µM), for the others: at the highest dose activity change, negative = inhibition, most hits filed as inhibitors; Q92830; 0.21% of 390,000 active; AID 504327; GCN5L2 HAT assay, ThioGlo1 CoA-SH fluorescence
Target sequence (Q92830 whole entry, looked up): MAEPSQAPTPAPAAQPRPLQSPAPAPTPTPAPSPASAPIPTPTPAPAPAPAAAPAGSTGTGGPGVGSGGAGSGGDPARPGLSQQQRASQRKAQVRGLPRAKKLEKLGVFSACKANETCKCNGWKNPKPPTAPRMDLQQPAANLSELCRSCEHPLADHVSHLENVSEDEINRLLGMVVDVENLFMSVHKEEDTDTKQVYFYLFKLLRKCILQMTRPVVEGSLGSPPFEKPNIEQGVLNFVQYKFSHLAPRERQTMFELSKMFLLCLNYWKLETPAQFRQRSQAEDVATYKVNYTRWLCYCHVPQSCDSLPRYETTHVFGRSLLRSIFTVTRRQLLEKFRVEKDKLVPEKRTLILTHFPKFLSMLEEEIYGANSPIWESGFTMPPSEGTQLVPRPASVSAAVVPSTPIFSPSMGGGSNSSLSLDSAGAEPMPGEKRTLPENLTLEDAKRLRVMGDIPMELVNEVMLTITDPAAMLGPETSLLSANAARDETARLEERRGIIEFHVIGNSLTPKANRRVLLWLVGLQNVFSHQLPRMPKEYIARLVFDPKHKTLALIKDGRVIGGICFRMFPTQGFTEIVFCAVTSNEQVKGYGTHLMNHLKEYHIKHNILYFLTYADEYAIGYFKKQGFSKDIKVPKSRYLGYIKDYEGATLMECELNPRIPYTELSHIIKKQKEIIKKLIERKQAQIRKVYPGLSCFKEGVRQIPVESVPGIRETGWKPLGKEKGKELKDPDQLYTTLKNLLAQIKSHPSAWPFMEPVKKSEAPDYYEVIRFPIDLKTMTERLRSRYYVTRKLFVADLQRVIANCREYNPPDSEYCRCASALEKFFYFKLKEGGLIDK
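Free CoA generated was detected with ThioGlo1 (50uM) fluorescence at Ex340nm/Em540nm, read immediately and after 20 min at room temperature. Enzyme, 20 nM in HEPES pH 7.5 buffer, saw compounds 15 min before adding 75uM H3(1-25) peptide and 70uM acetyl-CoA.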
Numbers without * were called inactive; ? = inconclusive; / = no result given; [ ] = remark or other dose. Calls follow the shape of the dose curve; as a rule, active = well fitted curve in the direction sought with a large enough effect; inconclusive = small, poorly fitted or top-dose-only effect, or another doubt; inactive = no such curve, though single readings can be large; an effect the other way counts as inactive or inconclusive. % is scaled to controls: 0 for no effect and ±100 for the full control effect; potency is read from the fitted curve at half-maximal effect.

Order of results – TDP1 cell CPT | DT40 TDP1 no CPT | KAT2A inh
O=C(O)CCNS(=O)(=O)c1ccccc1C(F)(F)F
→ 2.4% | 16.3% | -2.7%
CC(C)(C)C(=O)NC(NC(=O)C(C)(C)C)c1ccc([N+](=O)[O-])cc1
→ 13.3% | 11.4% | -0.3%
O=C(N/N=C/c1ccc(-c2cccc([N+](=O)[O-])c2)o1)c1ccc([N+](=O)[O-])cc1
→ ? | 16.4µM* | -5.1%
CC(C)(O)C#Cc1ccc(CN2CCN(Cc3ccccc3)C(CCO)C2)s1 (stereo not given)
→ -26.9% | ? | ?
CCn1c(Nc2ccccc2Cl)nc2ccccc21
→ -19.5% | -25.6% | -3.7%
CCOc1ccc(N(CC(=O)NCCc2ccccc2)C(=O)CCC(=O)Nc2nccs2)cc1
→ -13.7% | 5.5% | -1.8%
CCOc1cccc(NC(=O)c2sc3nc(-c4ccc(F)cc4)ccc3c2N)c1
→ -23.5% | ? | 35.5µM*
O=C(O)c1cc(-c2ccccc2Cl)n(-c2ccccc2)n1
→ 13.9% | 6.6% | 7.4%
C=C1CCN([C@@H](C)C(=O)NCCCCCC)S(=O)(=O)c2ccccc21
→ -27.4% | ? | -0.1%
CCCCN(CC)CCCn1cnc2c([nH]c3ccc(Cl)cc32)c1=O
→ 20.6µM* | 20.6µM* | -2.4%
Cc1ccc(NC(=O)Nc2c(C)n(C)n(-c3ccccc3)c2=O)cc1
→ -14.4% | 19.5% | 0.6%
O=C(COC(=O)c1ccc(Br)o1)NCC1CCCO1 (stereo not given)
→ ? | 3.8% | 3.6%
CCOC(=O)N1CCC2CC1c1cc(Cl)ccc12 (stereo not given)
→ -18.6% | ? | /
COCCN1C(=O)N[C@@H](c2ccccc2)[C@@H](C(=O)OC)[C@H]1C
→ -1.5% | 3.2% | /
Cc1ccc(-c2cc(-c3ccc4c(c3)NC(=O)CO4)nc3c2COc2ccccc2-3)cc1
→ 5.17µM* | 4.11µM* | 1.7%
O=C(c1ccc(Cl)cc1)C1CCN(C(=O)c2ccccc2)CC1
→ ? | 14.6µM* | -2.8%
CCCCN(C)C(=O)C1CCCN(S(=O)(=O)c2ccc3c(c2)CC(C)N3C(=O)C2CC2)C1 (stereo not given)
→ ? | ? | -5.8%
Cc1cccc(OCc2nnc(SCC(=O)OC3CCCCC3)o2)c1
→ -3.7% | -2.6% | -4.9%
O=C(CSc1nc2[nH]ncc2c(=O)n1-c1ccccc1)c1ccc2c(c1)OCCO2
→ ? | ? | -6.6%
Cn1c(CSCc2ccc(F)cc2)nnc1SCC(=O)Nc1cccc(C(=O)O)c1
→ -4.9% | 0.3% | 2.9%
O=c1[nH]c(NCCO)nnc1Cc1ccc(Cl)cc1
→ 0.6% | -10.1% | -15.9%
Cc1ccccc1NC(=O)CN1C(=O)c2cccnc2Oc2ccc(Cl)cc21
→ -13.8% | -18.7% | -4.7%
CC12C(=O)N(Cc3ccco3)C(=O)C1C1c3ccccc3C2c2ccccc21 (stereo not given)
→ ? | 23.1µM* | 1.7%
Cc1ccc2nc(NC(=O)CSCc3ccccc3)sc2c1
→ -19.3% | -23.6% | -1.6%
CC1CCCN(C(=O)COc2ccc(Nc3ccccc3)cc2)C1 (stereo not given)
→ ? | ? | -20.8%
C[C@@H]1CN([C@H](C)CO)C(=O)c2cccc(NC(=O)Nc3ccc(F)cc3)c2O[C@H]1CN(C)C(=O)Nc1ccc(C(F)(F)F)cc1
→ ? | ? | -9.3%
COC(=O)C(CCSC)NC(=O)C1CCN(c2ncnc3c2nc2n3CCCCC2)CC1 (stereo not given)
→ -2.9% | -17.2% | -1.3%
CCCOC(=O)c1ccc(Oc2c(-c3ccc(O)cc3O)n[nH]c2C)cc1
→ ? | ? | -6.0%
O=C(NC1CCCCC1)NC1(C(=O)N2CCN3CCCC3C2)CCCCC1 (stereo not given)
→ -0.4% | 3.9% | -5.0%
Cc1ccccc1NC(=O)NNC(=O)c1ccc2ccccc2c1
→ -0.7% | 9.2% | -0.3%
O=C1NN(c2ccccc2)C(=O)/C1=C\c1ccccc1OCC(=O)N1CCOCC1
→ 0.5% | 2.3% | 2.3%
Oc1ccc(N2CCN(C(c3ccccn3)c3nnnn3C3CCCC3)CC2)cc1 (stereo not given)
→ -19.8% | -18.8% | -7.5%
CC(=O)C(C(C)=O)c1c(Cl)c(O)c(O)c2c(C(=O)c3ccccc3)coc12
→ 4.61µM* | 3.66µM* | -10.9%
O=C(O)c1ccccc1NC(=O)C(Cc1ccccc1)N1C(=O)c2ccccc2C1=O (stereo not given)
→ -21.7% | -21.1% | -3.7%
COc1ccccc1C(C)NC(=O)c1ccc(S(=O)(=O)NCc2ccco2)cc1 (stereo not given)
→ -14.6% | -26.6% | -3.3%
COc1ccc(N(C)S(=O)(=O)c2cccc(C(=O)N3CCN(Cc4ccc5c(c4)OCO5)CC3)c2)cc1
→ 23.1µM* | 18.4µM* | -13.0%
CN1CCN(C(=O)C2=C[C@@H](c3ccc4c(c3)OCO4)C[C@@H](OCc3ccc(CO)cc3)O2)CC1
→ 4.9% | -18.7% | -0.9%
O=[N+]([O-])c1ccc(CN2CCOCCOCCOCC2)cc1
→ -7.6% | -1.7% | -4.9%
CC1CC(C)(C)CC2(C1)NC(=O)N(CC(=O)Nc1ccc3c(c1)OCO3)C2=O (stereo not given)
→ 3.7% | -10.7% | /
COc1ccc(COCC(O)CN2CCC(C(N)=O)CC2)cc1 (stereo not given)
→ 13.8% | -4.6% | -5.8%
CS(=O)(=O)Nc1cccc(C2=NN(C(=O)c3cccc([N+](=O)[O-])c3)C(c3cccs3)C2)c1 (stereo not given)
→ ? | ? | ?
Cc1ccc(OCc2cc(C(=O)NC3CCc4ccccc43)no2)cn1 (stereo not given)
→ 18.4µM* | 13µM* | -3.4%
CN1C(=O)CSc2ccc(NC(=O)N3CCC(N4CCCCC4)CC3)cc21
→ -25.5% | 7.9% | -4.6%[0.501 µM]
O=C(O)CCC(=O)Nc1ccc(OCC2CCCO2)cc1 (stereo not given)
→ 19.8% | 8.2% | -3.8%
O=C(N/N=C/c1cccnc1)c1ccc2c(c1)OCCO2
→ 2.8% | 9.8% | -2.5%
Cc1csc(NC(=O)c2ccccc2[N+](=O)[O-])n1
→ -3.2% | -1.2% | -1.2%
Cn1cccc1C(=O)OCC(=O)N1c2ccccc2NC(=O)C1(C)C
→ -28.3% | ? | 1.1%
CCC1=NN(C(=O)Cc2ccccc2)C(O)(c2ccncc2)C1 (stereo not given)
→ -3.2% | -0.3% | 1.0%
Cc1cc(NC(=S)NC(=O)/C=C/c2ccc(S(=O)(=O)N3CCOCC3)cc2)ccc1Br
→ ? | 14.6µM* | -10.0%
COc1ccc(N=Nc2cc(C)c(O)c(CN3CCCCC3)c2)cc1
→ ? | ? | -2.5%
CCOC(=O)CNC(=O)c1cccnc1
→ 1.9% | 0.8% | 23.9%
C/C(=N\O)C(=O)OC1CC(C)CCC1C(C)C (stereo not given)
→ ? | ? | -2.8%
O=C(CSCC(=O)N1CCCCC1)Nc1nc(-c2ccc(Cl)s2)cs1
→ -2.4% | -27.5% | -4.6%
Cc1cc(OCC(=O)NN2C(=O)c3ccccc3C2=O)ccc1Cl
→ -2.2% | ? | -5.1%
Cc1csc2nc(COC(=O)c3ccccc3NC(=O)COc3ccccc3F)cc(=O)n12
→ ? | ? | 13.7%
CCc1nc(SCC(=O)NCc2ccco2)c2c3c(sc2n1)CCCC3
→ -24.1% | ? | -8.3%
CN(C)S(=O)(=O)N1CCc2ccc(NC(=O)c3ccc(C(F)(F)F)cc3)cc2C1
→ 16.4µM* | 23.1µM* | -28.6%
CCN(CC)c1cc(C)c(C#N)c2nc3ccccc3n12
→ 1.6% | ? | -3.4%
Cc1cc(C)n(-c2ccc(C(=O)OCC(=O)Nc3ccccc3F)cc2)n1
→ -9.9% | -16.8% | -9.4%
O=C(COc1ccc2ccc(=O)oc2c1)N1CCN(c2ccccc2)CC1
→ ? | ? | -5.1%

Continued.
Order of results – TDP1 cell CPT | DT40 TDP1 no CPT | KAT2A inh
COc1ccc(C(=O)N/C(=C\c2ccc(-c3cccc([N+](=O)[O-])c3)o2)C(=O)NCCCN2CCOCC2)cc1
→ ? | 16.4µM* | /
CCS(=O)(=O)CCn1c([N+](=O)[O-])cnc1C
→ -1.2% | 2.4% | 3.8%
Cc1noc(C)c1CSc1ccc(Br)cc1
→ -26.3% | ? | 0.9%
CCCCNC(=O)CSc1nc2ccccc2nc1Cc1ccc(Cl)cc1
→ -5.4% | -7.5% | 2.1%
CC(Oc1cccc2cccnc12)C(=O)N/N=C/c1ccccc1 (stereo not given)
→ 0.8% | -26.2% | -0.2%
O=C(CCNC(=O)c1ccc([N+](=O)[O-])cc1)Nc1cccc(S(=O)(=O)N2CCCCC2)c1
→ ? | ? | -6.8%
O=C(O)CC(c1ccc(Cl)cc1)N1Cc2ccccc2C1=O (stereo not given)
→ -17.3% | -2.3% | 15.2%
O=C(O)CNS(=O)(=O)Cc1ccccc1
→ 25.9% | 10.0% | -9.9%
CC(C)CC(c1nnnn1C1CCCC1)N1CCN(C(=O)c2ccco2)CC1 (stereo not given)
→ -2.2% | -12.2% | -15.3%
CCCCCCN1CCN(C2CN(Cc3cn(Cc4ccc(Cl)cc4)nn3)S(=O)(=O)C2)CC1 (stereo not given)
→ 23.1µM* | 16.4µM* | /
O=C(COc1ccc(S(=O)(=O)NC2CCCCC2)cc1Cl)NCC1CCCO1 (stereo not given)
→ ? | ? | -7.4%
OC(c1ccccc1)(c1ccccc1)c1nccn1-c1ccccc1
→ ? | ? | /
COc1ccc(OC)c(NC(=O)N2CCCC(C)C2)c1 (stereo not given)
→ 0.6% | -4.7% | -2.0%
CCOC(=O)c1cc([N+](=O)[O-])c([N+](=O)[O-])cc1NC(C)=O
→ ? | 0.92µM* | -4.1%
Nc1ncn(C(=S)Nc2ccccc2)n1
→ 1.16µM* | 1.3µM* | /
Cc1cc(/C=N/n2cnnc2)c(C)n1-c1ccc(Cl)cc1Cl
→ ? | ? | -5.2%
CCN(CC)S(=O)(=O)c1cccc(C(=O)OCC(=O)c2ccc3c(c2)OCCO3)c1
→ -26.1% | ? | -5.3%
COCCN1C[C@@H](CO)O[C@@H](n2cnc3c(NC4CCC4)ncnc32)C1
→ 15.1% | 5.3% | /
CC1CCCCN1S(=O)(=O)c1ccc2c(c1)oc(=O)n2CC(=O)Nc1ccc(Cl)cc1 (stereo not given)
→ ? | ? | 0.4%
Cc1ccc(-c2csc(NC(=O)c3ccccc3F)c2C(=O)O)cc1
→ ? | 20.6µM* | -28.6%

Single records, from the list above. Screens in order: TDP1 cell CPT | DT40 TDP1 no CPT | KAT2A inh
`COCCN1C[C@@H](CO)O[C@@H](n2cnc3c(NC4CCC4)ncnc32)C1` in the list: 15.1% | 5.3% | /
`Nc1ncn(C(=S)Nc2ccccc2)n1` in the list: 1.16µM* | 1.3µM* | /
`COc1ccc(OC)c(NC(=O)N2CCCC(C)C2)c1` (stereo not given) in the list: 0.6% | -4.7% | -2.0%

Further structures:
Order of results – TDP1 cell CPT | DT40 TDP1 no CPT | KAT2A inh
Nc1nc(SCC(=O)NC2CCCC2)[nH]c(=O)c1NC(=O)c1cccs1
→ -1.3% | 11.4% | -0.4%
Cc1nc(-c2cccc(NS(=O)(=O)c3ccc4ccccc4c3)c2)cs1
→ -19.1% | 10.8% | -15.3%
CCOC(=O)c1sc2ncn(CC(=O)NCC3CCCO3)c(=O)c2c1C (stereo not given)
→ -4.3% | -15.7% | -1.9%
O=C(Nc1ccc(Cl)c(C(F)(F)F)c1)[C@@H]1CC=C[C@@H]2CCN(Cc3ccc(Cl)c(Cl)c3)C(=O)[C@@H]21
→ ? | ? | /
COc1ccc(CN=CC2=C(O)CNC2=O)cc1
→ 2.0% | -5.4% | -8.2%
O=C(/C=C/[C@H]1O[C@@H](n2ccc(=O)[nH]c2=O)[C@H](O)[C@@H]1O)NCCCc1ccccc1
→ -2.1% | 10.4% | /
COc1ccc(/C(O)=C2/C(=O)C(=O)N(c3nc(C)c(C)s3)C2c2ccco2)cc1 (stereo not given)
→ -21.7% | -16.5% | -9.7%
O=C1C2CC=CCC2C(=O)N1c1ccc(Cc2ccncc2)cc1 (stereo not given)
→ 18.4µM* | 11.2µM* | -0.2%
O=C(CNC(=O)c1cccc(Br)c1)N/N=C/c1cn[nH]c1-c1ccccc1
→ ? | ? | 1.8%

Source: PubChem (National Center for Advancing Translational Sciences (NCATS))
